Screens (PubChem BioAssay)
GPR151 activ: human GPR151 activation; Q8TDV0; PathHunter beta-arrestin GPR151 cells, luminescence; activation, % at 11.2 µM; 650,000 compounds, 1% hits; in the data active = activation above about 4.9%;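 also: 0% = median of compound wells and 100% = cells with positive control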
Target sequence (Q8TDV0 whole entry, looked up): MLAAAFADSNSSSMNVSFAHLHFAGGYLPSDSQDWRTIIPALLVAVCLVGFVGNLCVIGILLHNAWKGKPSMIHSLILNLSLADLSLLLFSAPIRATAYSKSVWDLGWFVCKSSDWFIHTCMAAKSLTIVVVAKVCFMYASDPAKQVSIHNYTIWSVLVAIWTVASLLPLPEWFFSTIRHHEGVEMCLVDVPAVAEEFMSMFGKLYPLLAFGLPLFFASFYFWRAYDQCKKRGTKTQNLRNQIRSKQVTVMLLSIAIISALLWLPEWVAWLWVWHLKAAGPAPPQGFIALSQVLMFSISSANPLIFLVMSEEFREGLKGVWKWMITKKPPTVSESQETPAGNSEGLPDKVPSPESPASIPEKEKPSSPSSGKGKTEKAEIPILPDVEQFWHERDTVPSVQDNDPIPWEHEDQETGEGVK
FBW7 activator: human FBW7 E3 ligase activation, primary screen | Q969H0 | AlphaScreen FBW7–phospho-cyclin E peptide binding, activator screen | normalized activity (activation), % at 26.1 µM | 650,000 compounds, 0.13% hits; in the data active = normalized activity above about 1.9%;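 also: purified mutant Fbw7 with reduced substrate affinity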
TEAD-YAP inh: TEAD-YAP interaction inhibition; inhibition, % at 9.12 µM; 640,000 compounds, 1.4% hits; HEK-TIYL cells, TEAD-Gal4/YAP UAS-luciferase luminescence; in the data active = inhibition above about 32%;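 also: 0% = median of test compound wells and 100% = reference inhibitor wells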
MITF primary: inhibitors of human MITF | O75030 | AlphaScreen MITF homodimerization, bead proximity signal | inhibition, % at 2.6 µM | 650,000 compounds, 0.91% hits | AID 1259374; in the data active = inhibition above about 50%;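 also: 0% = vehicle wells with protein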
Target sequence (O75030 whole entry, looked up): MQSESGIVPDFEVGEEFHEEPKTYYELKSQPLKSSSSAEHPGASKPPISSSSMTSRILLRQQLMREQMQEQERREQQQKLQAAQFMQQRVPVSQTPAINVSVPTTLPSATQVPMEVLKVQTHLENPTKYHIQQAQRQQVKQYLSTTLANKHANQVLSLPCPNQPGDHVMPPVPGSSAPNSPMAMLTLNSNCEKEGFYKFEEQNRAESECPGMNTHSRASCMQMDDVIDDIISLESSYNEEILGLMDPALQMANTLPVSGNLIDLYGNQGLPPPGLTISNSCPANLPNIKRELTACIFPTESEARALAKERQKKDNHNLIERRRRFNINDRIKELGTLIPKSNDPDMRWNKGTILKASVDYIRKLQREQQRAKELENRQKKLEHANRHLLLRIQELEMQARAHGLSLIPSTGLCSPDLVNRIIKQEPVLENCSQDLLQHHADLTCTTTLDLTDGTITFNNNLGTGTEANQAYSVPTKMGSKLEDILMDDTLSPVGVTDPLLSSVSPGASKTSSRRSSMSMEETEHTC
Starred values were filed as active, the others as inactive; & = joins results of further samples.

The first 5 entries (preview)
Fields – GPR151 activ, FBW7 activator, TEAD-YAP inh, MITF primary
> Cn1c(O)c(C=Nc2ccc([N+](=O)[O-])cc2)c(=O)n(C)c1=O
    0.3, 0.1, 16, -1
> CN(CC(=O)Nc1ccccc1F)S(=O)(=O)c1cc2c(cc1Cl)NC(=O)CO2
    -0.8, 0.4, 6, 6
> O=C(c1cc2cc(Br)cc(Br)c2oc1=O)N1CCOCC1
    0.9, -0.1, -8, 2
> CC(C)C(NC(=O)/C(=C\c1ccc2c(c1)OCO2)NC(=O)c1ccco1)C(=O)O (stereo unspecified)
    0.2, 0.1, -5, -8
> O=C1NC(=O)C(=Cc2ccc(-c3ccc(Cl)cc3[N+](=O)[O-])o2)C(=O)N1
    -1.1, 0.1, -10, 11

Main list, previewed entries included:
Fields – GPR151 activ, FBW7 activator, TEAD-YAP inh, MITF primary
> Cn1c(O)c(C=Nc2ccc([N+](=O)[O-])cc2)c(=O)n(C)c1=O
    0.3, 0.1, 16, -1
> CN(CC(=O)Nc1ccccc1F)S(=O)(=O)c1cc2c(cc1Cl)NC(=O)CO2
    -0.8, 0.4, 6, 6
> O=C(c1cc2cc(Br)cc(Br)c2oc1=O)N1CCOCC1
    0.9, -0.1, -8, 2
> CC(C)C(NC(=O)/C(=C\c1ccc2c(c1)OCO2)NC(=O)c1ccco1)C(=O)O (stereo unspecified)
    0.2, 0.1, -5, -8
> O=C1NC(=O)C(=Cc2ccc(-c3ccc(Cl)cc3[N+](=O)[O-])o2)C(=O)N1
    -1.1, 0.1, -10, 11
> NCC[C@@H](O)C(=O)N[C@@H]1C[C@H](N)[C@@H](O[C@H]2O[C@H](CN)[C@@H](O)[C@H](O)[C@H]2O)[C@H](O)[C@H]1O[C@H]1O[C@H](CO)[C@@H](O)[C@H](N)C1O (stereo partly specified)
    1.4, -0.1, 9, 20
> COc1ccc(OC)c(-n2c(=S)[nH]c3c(sc(=S)n3-c3ccccc3C)c2=O)c1
    1.6, -0.1, 6, 6
> CCOC(=O)C1(C)NC(c2ccc(Cl)cc2)C2C(=O)N(C)C(=O)C21 (stereo unspecified)
    -0.2, 0.3, -2, 5
> CCCn1c(CCC(=O)Nc2ccc(C)c(F)c2)nc2cccnc21
    0.1, 0.5, 7, 0
> COc1ccc(NC(=S)NCCn2cc(Br)cn2)cc1OC
    1.1, 0.0, -6, 4
> Cc1ccc(C)c(CN2CCN(C3CCN(C(C)C)CC3)C(CCO)C2)c1 (stereo unspecified)
    0.5, 0.0, -8, 1
> CCc1sc(C(=O)N2CCN(S(C)(=O)=O)CC2)cc1Br
    -0.9, -0.1, 2, -2
> COc1ccc(N2C(=O)CSC2c2ccccc2F)c(OC)c1 (stereo unspecified)
    -0.1, 0.0, -6, 15
> O=C(Nc1cc(C(F)(F)F)ccc1Cl)c1cc(S(=O)(=O)N2CCOCC2)ccc1F
    1.1, -0.1, 11, 6
> COc1ccc2nc(SCC(=O)Nc3ccccc3)[nH]c2c1
    1.8, 0.0, -4, -6
> COc1cc(OC)nc(CSCCNC(=O)C(c2ccccc2)c2ccccc2)n1
    0.4, 0.1, -10, 2
> COc1ccc(N2C(=O)CCC(C(=O)NC(C)C)C2c2ccc(OC)c(OC)c2)cc1 (stereo unspecified)
    -0.7, 0.0, -4, -9
> CCOC(=O)c1ccc(-n2c(=S)sc3c(=O)n(-c4ccccc4)c(=S)[nH]c32)cc1
    0.0, -0.1, 7, -6
> CN(C)C(CNC(=O)c1cccs1)c1cccnc1 (stereo unspecified)
    -2.1, 1.1, -4, 22
> COc1ccc(/C=C2N=C(/C=C/c3ccc(Cl)cc3Cl)OC\2=O)c(OC)c1
    1.4, 0.3, -4, 5
> CCN=C1S/C(=C\c2ccc(F)cc2)C(=O)N1CC
    0.2, -0.2, -21, 1
> CCCCN(C)C(=O)c1sc2ncnc(N3CCN(c4ccc(OC)cc4)CC3)c2c1C
    -1.4, -0.3, 2, -2
> COC(=O)CSc1nc2sc3c(c2c(=O)n1-c1ccc(C)cc1)CCC(C(C)(C)C)C3 (stereo unspecified)
    -1.0, 0.0, -1, -3
> O=C1C2ON(c3ccc(Cl)cc3)C(c3cc(Br)ccc3O)C2C(=O)N1c1ccccc1 (stereo unspecified)
    0.5, 0.1, 3, 7
> Cc1ccc(S(=O)(=O)Cc2ccsc2[N+](=O)[O-])cc1
    -2.2, -0.1, 2, -6
> COc1cc(/C=C2/SC(=S)N(NC(=O)c3ccccc3OC)C2=O)ccc1O
    -1.7, -0.2, -4, 2
> Cc1ccc(-c2cn3cccnc3n2)cc1
    -2.0, 0.0, -29, 6
> O=C(Cc1ccc(F)cc1)N1CCn2cnnc2C1
    -0.4, 0.0, 3, 11
> Cc1cc2nc(-c3cc(NC(=O)c4cccc(Br)c4)ccc3O)oc2cc1C
    -0.4, 0.1, 6, -17
> COc1ccc(C2C(C(=O)Nc3cc(C)c(Cl)cc3OC)c3ccccc3C(=O)N2c2ccc(OC)cc2)cc1 (stereo unspecified)
    0.7, 0.8, 10, 26
> Cc1ccc(NS(=O)(=O)c2ccc(Cl)c(C(=O)Nc3ccccc3C(=O)O)c2)cc1
    2.5, -0.1, 12, 0
> CC(C)(C)C1=N/C(=C\c2ccccc2F)C(=O)O1
    1.1, -0.1, -14, -10
> CCNS(=O)(=O)c1cc(C)ccc1-n1cnnn1
    1.9, 0.0, 3, 11
> Cc1[nH]c2ccc(OC(F)(F)F)cc2c1CCNC(=O)c1cccnc1
    1.1, -0.2, -3, 2
> CC(C)=C/C(C)=C/C(C)=N/NC(=O)c1nnn(-c2nonc2N)c1-c1ccccc1
    0.1, -0.1, -1, 0
> CCOC(=O)C(CC)Oc1ccc2c(C)cc(=O)oc2c1I (stereo unspecified)
    0.2, 0.1, 0, 10
> CCOc1cccc(-c2nc(C(N)=O)c3[nH]c(=O)n(-c4cccc(Cl)c4)c3n2)c1O
    -2.4, 0.5, -4, 0
> COc1cc(C2CC(=O)NC(SCC(=O)Nc3ccc(Br)cc3)=C2C#N)ccc1O (stereo unspecified)
    1.8, -0.1, 16, 2
> COc1cccc(CN[C@H]2C[C@H]3C(=O)N[C@H](Cc4ccccc4)C(=O)N3C2)c1
    0.2, 0.0, 6, -1
> O=C(CSc1n[nH]c(=O)[nH]c1=O)N/N=C/c1ccncc1
    2.5, 0.0, 8, 1
> CCOC(=O)C1=C(C)N=c2s/c(=C\c3c[nH]c4ccccc34)c(=O)n2C1c1ccc(OC)c(OC)c1 (stereo unspecified)
    0.9, -0.2, 16, -9
> Nc1nc(CSc2nnc(-c3ccccc3Cl)n2-c2ccccc2)nc(Nc2ccccc2)n1
    0.6, 0.0, 8, 14
> COc1ccccc1N(CC(=O)O)S(C)(=O)=O
    0.2, 0.0, 8, 2
> CCOCCSC1=C(C#N)C(c2sccc2C)C(C(C)=O)=C(C)N1 (stereo unspecified)
    0.6, 0.2, -15, -25
> CSCC(=O)NCc1c(C)ncc2c1CCN(C(=O)c1ccsc1)C2
    -1.4, 0.3, -5, 2
> CC(C)c1nnc(NC(=O)CCN2C(=O)C3C4C=CC(C4)C3C2=O)s1 (stereo unspecified)
    0.4, 0.1, -6, -6
> Cc1cc(S(=O)(=O)n2cnc3ccccc32)c(Cl)cc1Cl
    0.1, 0.1, 1, 4
> Cc1ccccc1NC(NC(=O)c1cccs1)C(=O)c1ccccc1 (stereo unspecified)
    -1.2, 0.1, -16, 5
> N#C/C(=C\c1ccccc1OCc1ccccc1)C(=O)NCC1CCCO1 (stereo unspecified)
    0.7, 0.0, -5, -2
> O=C(COc1ccc([N+](=O)[O-])cc1)NNC(=O)c1cccs1
    -1.6, 0.2, 5, -4
> CCN(CC)CCN=Cc1c(O)[nH]c(=O)[nH]c1=O
    -0.2, 0.7, 6, -16
> COc1ccc(-c2cc(=O)oc3cc(OC(C(=O)O)c4ccccc4)ccc23)cc1 (stereo unspecified)
    1.5, 0.0, 2, 8
> CCCNC(=O)C1CCN(S(=O)(=O)c2ccc(C)cc2)CC1
    2.0, 0.2, 4, 3
> CCOC(=O)C1=C(C)NC2=C(C(=O)CCC2)C1c1ccc(Br)cc1 (stereo unspecified)
    0.5&0.0, 0.0&-0.1, 4&5, -2&-8
> CCCNc1nc(NCCCN2CCCC2=O)nc2c1ncn2-c1ccccc1
    -1.8, -0.1, 42*, 3
> COc1ccc2nc(N3CCC(C(=O)NCc4ccco4)CC3)sc2c1
    1.2, 0.2, -43, 10
> Cc1ccc(C(=O)N/N=C\c2ccc(C(C)(C)C)cc2)cn1
    3.5, 0.6, 0, 16
> Cc1ccc(NC(=S)NC(=O)C(C)C)cc1
    -0.3, 0.1, -47, 7
> COc1cccc(C(=O)Nc2ccc3nc4n(c(=O)c3c2)CCCCC4)c1
    -2.3, 0.5, -11, 15
> CC(=O)Nc1nc(-c2cccs2)c(-c2ccccc2)s1
    -0.4, 0.0, 9, -2

Later entries
Fields – GPR151 activ, FBW7 activator, TEAD-YAP inh, MITF primary
> O=C1N[C@@H](Cc2cnc[nH]2)C(=O)N2CCN(Cc3cccc4ncccc34)C[C@H]12
    0.6, -0.2, -3, -2
> O=C(CCSCc1ccccc1Cl)NCCC1=CCCCC1
    -0.2, 0.1, -16, -12
> O=C(O)CCCC(=O)N1CCC(N2C(=O)Cc3ccccc32)CC1
    9.2*, -0.3, -6, -6
> CCN(CC)/C(=N/S(=O)(=O)c1ccc(Cl)cc1)c1ccccc1
    -0.5, 0.2, 10, 15
> O=C(Nc1ccc(F)cc1)c1ccc2nc(N3C(=O)CCC3=O)sc2c1
    -0.6, 0.1, -1, 13
> O=C(CN(c1ccccc1)S(=O)(=O)c1ccccc1[N+](=O)[O-])Nc1ccccc1F
    -0.2, -0.1, 7, 5
> Cc1cc(-c2nnc(CCC(=O)NCc3ccc(OC(F)(F)F)cc3)o2)no1
    0.6, 0.2, -1, -23
> Cc1ccc(C(=O)NCC2CCC3(CCN(C(=O)c4ccccn4)CC3)O2)cc1 (stereo unspecified)
    0.8, 0.0, -10, 5
> O=C1OC(c2ccc(Br)o2)=N/C1=C\c1ccc(Cl)cc1Cl
    0.4, 0.0, 6, 3
> CN(C)c1ccc(C2C(C#N)=C(N)N(c3ccc(Br)cc3F)C3=C2C(=O)CCC3)cc1 (stereo unspecified)
    1.7, -0.1, -9, 11
> CCc1nc2sccn2c(=O)c1C(=O)NC(C)c1ccccc1 (stereo unspecified)
    0.3, -0.1, 1, -2
> O=C(NCc1cccc(C(F)(F)F)c1)c1cnc(N2CCC(N3CCOCC3)CC2)s1
    2.7, -0.1, 28, -7
> O=C(NCC1CCCN(Cc2nccs2)C1)c1cccc2ccccc12 (stereo unspecified)
    -1.1, 0.0, 6, 2
> O=C(Nc1cccc(-n2ncc3ccc(-c4nn[nH]n4)cc32)c1)c1ccccc1
    0.8, -0.1, 4, 7
> Cc1cc(C=O)c(C)n1-c1ccc(Cl)cc1
    2.1, 0.0, -3, 18

Quoted at random: four compounds from above.
Fields – GPR151 activ, FBW7 activator, TEAD-YAP inh, MITF primary
> O=C1OC(c2ccc(Br)o2)=N/C1=C\c1ccc(Cl)cc1Cl
    0.4, 0.0, 6, 3
> CCN(CC)/C(=N/S(=O)(=O)c1ccc(Cl)cc1)c1ccccc1
    -0.5, 0.2, 10, 15
> O=C(Nc1ccc(F)cc1)c1ccc2nc(N3C(=O)CCC3=O)sc2c1
    -0.6, 0.1, -1, 13
> O=C(NCc1cccc(C(F)(F)F)c1)c1cnc(N2CCC(N3CCOCC3)CC2)s1
    2.7, -0.1, 28, -7

The results go on.
Fields – GPR151 activ, FBW7 activator, TEAD-YAP inh, MITF primary
> CCOC(=O)C1=NNC2C(=O)N(c3ccccc3[N+](=O)[O-])C(=O)C12 (stereo unspecified)
    0.1, 0.0, -3, 2
> CN1C(=O)CC(C(=O)Nc2ccc(C(=O)O)cc2)SC1=Nc1cccc(F)c1 (stereo unspecified)
    1.0, -0.1, -4, 2
> COc1ccccc1CNCCNC(=O)c1cccs1
    0.2, 0.1, -11, 24
> COc1cccc(CNC2CCN(c3nc(C)c4cc(C)c(C)cc4n3)CC2)c1OC
    -0.3, 0.2, 3, -9
> CCc1cccc(C)c1N(C(=O)Cn1c(C(C)O)nc2ccccc21)C(C)COC (stereo unspecified)
    -1.2, 0.8, 0, 10
> O=C(COC(=O)c1cccc(C(=O)OCC(=O)NC2CCCCC2)n1)NC1CCCCC1
    1.8, -0.2, 8, 2
> Cc1ccccc1-n1c(=O)cc(N2CCOCC2)[nH]c1=O
    1.4, -0.3, -30, -4
> O=c1c2c(nc3cc(-c4ccc(Cl)cc4)[nH]n13)CCS2
    -0.1, 0.3, -60, 10
> COc1ccc(N2CCN(C(=O)c3cc4nc(C)cc(C)n4n3)CC2)cc1
    1.5, 0.2, 11, 2
> O=C(CCc1ccccc1)Nc1ccc(S(=O)(=O)N2CCc3ccccc32)cc1
    0.7, -0.1, 4, 8

No enrichment for hits; any-hit rate near 3.4%.
